Screens (PubChem)
inhibitors of VEEV = inhibitors of VEEV TC-83 cytopathic effect, confirmation, Vero cells (AID 588727); Vero cells, VEEV TC-83 cytopathic effect inhibition; higher % means a stronger effect; 350,000 compounds, 0.13% hits; one-dose inhibition, % at 20 µM; IC50 in µM for titrated hits; in the data active means a potency from the dose series; inconclusive means inhibition mostly from about 14% at the one dose, without a potency; inactive means the rest, 99 in 100 with inhibition below about 12%; further: strong numbers were not always called active
Salmonella PhoP GFP = PhoP regulon inhibitors, Salmonella typhi PhoP promoter GFP reporter, confirmatory (AID 1850); one-dose inhibition, % at 50 µM; IC50 in µM for titrated hits; 310,000 compounds, 0.33% hits; Salmonella Typhi PhoP-promoter GFP reporter, fluorescence, 4 h; higher % means a stronger effect; in the data active means a potency from the dose series; inconclusive means inhibition mostly from about 25% at the one dose, without a potency; inactive means the rest, 99 in 100 with inhibition below about 19%;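 further: 0% = induced wells with vehicle and 100% = uninduced wells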
M. tuberculosis = growth inhibition of non-replicating M. tuberculosis (AID 488890); one-dose inhibition, % at 25 µM; IC50 in µM for titrated hits; 320,000 compounds, 0.39% hits; Mycobacterium tuberculosis non-replicating, growth inhibition; higher % means a stronger effect; in the data active means a potency from the dose series; inconclusive means inhibition mostly from about 82% at the one dose, without a potency; inactive means the rest, 99 in 100 with inhibition below about 76%;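 further: plate controls were DMSO cells for no effect and high antibiotic wells for full effect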
H37Rv inhibition = M. tuberculosis growth inhibition, HTS (AID 449762); M. tuberculosis H37Rv growth inhibition, 7H9 media; higher % means a stronger effect; inhibition, % at 25 µM, or IC50 in µM where a hit was titrated; 330,000 compounds, 0.59% hits; in the data active means a potency from the dose series; inconclusive means inhibition above about 70% without an active follow-up result;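 further: bacterial growth assessed after seven days of incubation; strong numbers were not always called active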
influenza NS1A = H1N1 influenza NS1A inhibitors, functional cell based assay (AID 504329) | NS1A functional cell-based assay, percent inhibition; higher % means a stronger effect | one-dose inhibition, % at 12.5 µM; IC50 in µM for titrated hits | 340,000 compounds, 0.3% hits; in the data active means a potency from the dose series; inconclusive means inhibition above about 27% without an active follow-up result; further: strong numbers were not always called active
inhibitors of VEEV 10K pilot screen = also measured in inhibitors of VEEV; calls as there; inhibition, %; measured here: 10K pilot screen inhibition
Numbers without * were called inactive; i = inactive; ? = inconclusive; / = no result given. Rows were taken by chance; about 1.5% have a hit in one of these screens.

SMILES | inhibitors of VEEV | Salmonella PhoP GFP | M. tuberculosis | H37Rv inhibition | influenza NS1A | others
N#CCCN(C(=O)CSc1nc(-c2ccccc2)cn1N)c1ccc(F)cc1 | 1.6% | -5.7% | -12.4% | -3.5% | 5.0%
CCNc1ccc(C(=O)NN=C2CCCC2)cc1[N+](=O)[O-] | 1.4% | -6.1% | 28.9% | 37.8% | -0.5%
COCCn1nnnc1C(C(C)C)N(Cc1ccccc1)Cc1cc2cc(OC)ccc2[nH]c1=O (centres undefined) | 9.3% | / | / | / | 1.5%
CCOC(=O)N1CCN(S(=O)(=O)c2ccc(C)cc2)CC1 | 0.8% | 1.3% | 37.8% | 28.2% | 0.2%
O=C(NC1CCCc2c1cnn2-c1cc(F)cc(F)c1)c1ccccn1 (centres undefined) | i | -4.8% | / | -3.8% | -4.7%
Cc1ccc(SCc2nnc(N)s2)cc1 | 0.4% | 12.8% | -2.3% | 4.5% | -5.9%
CC(NC(=O)COc1cccnc1[N+](=O)[O-])c1ccc(F)cc1 (centres undefined) | 1.6% | 9.9% | -5.6% | -8.0% | 8.5%
CN(CC(=O)Nc1c(Cl)cccc1Cl)C(=O)Cn1[nH]c(=O)c2ccccc2c1=O | 0.2% | / | -12.8% | -12.3% | -7.6%
Cc1cccc2[nH]c(SCC(=O)N3CCOCC3)nc12 | 0.5% | 0.5% | -2.2% | -5.0% | 7.0%
CC(C)(C)S(=O)(=O)c1cnc2c(-c3ccc(Cl)cc3)cnn2c1N | 3.0% | 0.9% | 3.3% | -0.5% | -8.7%
CCCCSc1nc(N)c(NC(=O)c2ccco2)c(=O)[nH]1 | 1.0% | -6.1% | -18.9% | -4.7% | -9.6% | inhibitors of VEEV 10K pilot screen=0.8
CC(=O)c1ccc(S(=O)(=O)Nc2ccc(N3CCOCC3)cc2)cc1 | 0.3% | 6.8% | 3.6% | -0.9% | 5.4%
O=C(NCC1CCCO1)c1ccc(CS(=O)(=O)Cc2ccc(F)cc2)o1 (centres undefined) | 0.4% | -4.7% | -0.8% | -6.9% | 13.6%
Cc1c(NC(=O)c2cccc(NC(=O)COc3cccc(Br)c3)c2)c(=O)n(-c2ccccc2)n1C | 9.2% | / | 49.3% | 1.6% | -5.3%
COc1ccc(C2C(CC(=O)O)=C(Nc3ccccc3)C(=O)N2c2ccccc2)cc1 (centres undefined) | 0.1% | -0.8% | 23.5% | 7.0% | 9.8%
O=C(c1cc(-c2ccc(Br)cc2)on1)N1CCCC1 | 1.2% | 16.1% | 72.4% | 0.6% | 9.0%
CC(C)(C)c1nnc(N/N=C/c2ccccc2)n(N)c1=O | 12.4% | 1.2% | 53.9% | 54.9% | -3.8%
CCCC(=O)Oc1ccccc1C1SCc2cc(C)c(C)cc2CS1 | 5.8% | 5.0% | -8.0% | 7.6% | 7.8%
CC(C(=O)Nc1ccc(O)cc1)c1cccc(C(=O)c2ccccc2)c1 (centres undefined) | 0.9% | 6.5% | 9.4% | -3.6% | /
O=c1cc(C(O)C[N+](=O)[O-])occ1OCc1ccccc1 (centres undefined) | i | 11.2% | 2.3% | -8.0% | /
Cc1noc(C)c1COC(=O)C1(c2cccc(F)c2)CCCC1 | 3.3% | -0.1% | / | -7.4% | 21.4%
O=C1C(Cl)=C(N2CCCCC2)C(=O)N1Cc1ccccc1 | 1.1% | -1.1% | 55.7% | -3.6% | -10.8%
CNC(=S)N1CCN(c2ccc(OC)cc2)CC1 | 0.1% | -22.2% | -5.2% | -1.8% | -6.4%
CCOc1ccccc1NC(=O)CSc1ccc([N+](=O)[O-])cc1 | 0.6% | 5.5% | ? | ? | -4.4%
COc1ccc(C2NC(=O)c3ccccc3N2)cc1 (centres undefined) | 1.1% | 10.3% | -13.6% | -4.6% | -0.3%

Compounds listed so far that contain an NH in an aromatic ring, in the order listed:
SMILES | inhibitors of VEEV | Salmonella PhoP GFP | M. tuberculosis | H37Rv inhibition | influenza NS1A | others
COCCn1nnnc1C(C(C)C)N(Cc1ccccc1)Cc1cc2cc(OC)ccc2[nH]c1=O (centres undefined) | 9.3% | / | / | / | 1.5%
CN(CC(=O)Nc1c(Cl)cccc1Cl)C(=O)Cn1[nH]c(=O)c2ccccc2c1=O | 0.2% | / | -12.8% | -12.3% | -7.6%
Cc1cccc2[nH]c(SCC(=O)N3CCOCC3)nc12 | 0.5% | 0.5% | -2.2% | -5.0% | 7.0%
CCCCSc1nc(N)c(NC(=O)c2ccco2)c(=O)[nH]1 | 1.0% | -6.1% | -18.9% | -4.7% | -9.6% | inhibitors of VEEV 10K pilot screen=0.8

Carrying on.
SMILES | inhibitors of VEEV | Salmonella PhoP GFP | M. tuberculosis | H37Rv inhibition | influenza NS1A | others
COc1ccccc1NC(=O)c1nn(-c2cccc(C(F)(F)F)c2)ccc1=O | 8.4% | -1.1% | -5.8% | -2.7% | 0.2%
CC1=C2C3OC(=O)C(C)C3CCC2(C)C=CC1=NO (centres undefined) | 4.7% | / | / | / | -8.7%
CC(C)CC(NS(=O)(=O)c1ccccc1S(=O)(=O)NC(CC(C)C)C(=O)O)C(=O)O (centres undefined) | 0.1% | -9.3% | -15.5% | -4.0% | -3.0%
S=C(Nc1ccc(Br)cc1)NC1CCCC1 | 0.6% | -7.2% | ? | -1.1% | -9.1%
O=C1CCc2cc(NS(=O)(=O)c3ccc([N+](=O)[O-])cc3)cc3c2N1CC3 | i | / | / | / | -1.2%
COc1ccc(C2C(C(=O)N3CCCC3)c3cc(OC)c(OC)cc3C(=O)N2C)cc1OC (centres undefined) | 0.6% | -0.2% | -10.3% | -7.2% | 5.4%
CC(=O)N1CCc2c(sc3c2c(=O)n(-c2ccccc2)c(=O)n3CC(=O)NCC2CCCO2)C1 (centres undefined) | i | 3.3% | 7.6% | -1.4% | -5.7%
O=C1CCC(C(=O)N2CCCCO2)CN1Cc1ccc(Cl)cc1 (centres undefined) | 1.0% | -11.1% | 3.2% | -10.0% | 9.5%
Cc1cc(-c2ccc(S(=O)(=O)Nc3ccc(C#N)cc3)s2)on1 | 1.7% | 8.3% | 30.8% | 10.1% | -2.2%
COc1ccc(OC)c(S(=O)(=O)N2CCN3CCCC3C2)c1 (centres undefined) | 0.4% | -0.4% | -7.5% | 2.3% | -0.9%
O=C(NC1CCCCC1)c1c2c(nc3ccccc13)CCC2 | 1.1% | -2.2% | 6.3% | -1.9% | 2.0%
O=C(CNC(=O)C1COc2ccccc2O1)Nc1ccc(F)c(F)c1 (centres undefined) | 0.1% | / | 8.7% | -6.9% | 2.0%
CCn1c(=O)[nH]c2cc(C(=O)N3CCN(c4ccccc4)CC3)ccc2c1=O | 1.6% | 4.3% | 0.0% | -4.5% | 5.5%
COc1ccc(/C=N/NC(=O)c2cc(C34CC5CC(CC(C5)C3)C4)[nH]n2)cc1OC | i | -1.6% | -12.7% | -0.1% | 4.4%
CCC(C)[C@@H]1NC(=O)N(CCCN2CCCC2=O)C1=O (some centres undefined) | 2.6% | -5.2% | -7.8% | 3.3% | -26.9%
CCC(CC)c1nnc(NC(=O)CS(=O)(=O)c2ccccc2)s1 | 1.6% | 14.6% | -1.7% | -2.5% | -2.7%
CC(C)(C)NC(=O)c1cccc(NC(=O)CSc2ccccc2)c1 | 1.7% | -1.1% | 5.5% | -2.0% | 0.0%
O=C(NCc1ccc2c(c1)OCO2)C(=O)NCC1OCCN1S(=O)(=O)c1ccccc1 (centres undefined) | 2.7% | -3.5% | 15.9% | -1.2% | -7.1%
CCCCN1C(=S)NC[C@@H]1C(C)CC (some centres undefined) | 0.3% | 7.2% | -2.8% | 0.2% | -11.7%
COc1ccc(S(=O)(=O)N2CCCCC2)cc1NC(=O)CCNC(=O)c1ccc(Cl)cc1 | i | / | 0.0% | -4.7% | 2.0%
COc1ccc(-c2nnc(NC(=O)c3ccc(F)cc3)o2)cc1 | 4.9% | / | / | ? | -19.4%
O=[N+]([O-])c1cc(CN2CCC(O)CC2)ccc1Cl | 1.1% | -4.1% | 1.5% | 2.2% | -2.2%
CCCOc1ccc(-c2nc(C#N)c(N3CCN(CC)CC3)o2)cc1 | 0.4% | 4.5% | 24.0% | 70.2% | 7.5%
COc1cccc(/C=C2/NC(=O)NC2=O)c1OCC(=O)Nc1ccccc1 | i | 8.4% | -4.3% | -5.6% | -1.2%
COCCCNC(=O)CC1C[C@H](C(=O)N(C(C)C)C(C)C)[C@@]2(C)c3[nH]c4ccc(OC)cc4c3CCN2C1=O (some centres undefined) | i | / | / | / | -5.0%
Continued:
SMILES | inhibitors of VEEV | Salmonella PhoP GFP | M. tuberculosis | H37Rv inhibition | influenza NS1A | others
CC(=O)Nc1ccccc1C(=O)N1CC(C)OC(C)C1 (centres undefined) | 0.8% | 2.2% | 5.8% | -2.0% | -0.5%
Cc1cc(C)nc(N(C#N)S(=O)(=O)c2ccccc2Cl)n1 | 7.3% | -2.7% | 3.5% | 12.9% | 8.8%
CCC(=O)N1CCc2cc(S(=O)(=O)CCC(=O)Nc3c(C)n(C)n(-c4ccccc4)c3=O)ccc21 | / | 13.5% | -12.0% | -10.3% | /
O=C(Nc1ncc([N+](=O)[O-])s1)c1ccc2c(c1)OCO2 | 5.2% | 9.6% | 4.75µM* | 7.3% | 6.2%
C=CCNC(=O)c1ccccc1NC(=O)C1CC(=O)N(C(C)C)C1 (centres undefined) | 1.8% | -3.2% | -22.6% | -24.9% | -5.9%
CCN=C1Cn2c(nc3scc(-c4ccccc4)c3c2=O)CN1CC | 3.5% | -7.4% | 11.7% | -10.6% | -0.1%
O=C(N/N=C/C(Cl)=C\c1ccccc1)c1cnccn1 | 0.2% | 0.9% | 11.1% | -2.0% | -8.3%
O=[N+]([O-])c1ccc(/C=N/Nc2ccc3ccccc3c2)o1 | i | -7.8% | 73.8% | ? | 25.8%
CC(=O)N/C(=C\c1ccccc1)C(=O)OCC(=O)NC(C)C12CC3CC(CC(C3)C1)C2 (centres undefined) | 1.9% | 1.9% | 19.2% | 10.4% | 3.5%
COc1cc(S(=O)(=O)Nc2cccnc2)ccc1Cl | 1.6% | 1.9% | -12.5% | -3.4% | 2.0%
C/C=C/Cn1c(N2CCCCCC2)nc2c1c(=O)[nH]c(=O)n2C | 0.8% | -3.2% | 7.4% | -0.5% | -1.6%
Cc1cccc(COCC(Cc2ccccc2)N2CCN(C(=O)c3ccc(Cl)c(Cl)c3)CCC2=O)c1 (centres undefined) | 0.6% | -3.9% | 29.6% | 8.8% | 0.0%
CN(C)S(=O)(=O)c1ccc(SCC(=O)Nc2ccc3c(c2)OCCO3)nc1 | 2.4% | / | / | / | -4.0%
O=C1CC(N2CCN(S(=O)(=O)c3ccc(Cl)cc3)CC2)C(=O)N1CCc1ccccc1 (centres undefined) | i | -9.9% | 76.3% | 2.4% | 2.8%
CC(C)Oc1ccc(/C(O)=C2/C(=O)C(=O)N(Cc3cccnc3)C2c2ccco2)cc1 (centres undefined) | 1.9% | 0.1% | 0.7% | -10.5% | 3.1%
Cc1cc(C)c2cc(C(=O)N3CCC(C(=O)c4ccc(F)cc4)CC3)[nH]c2c1 | 0.6% | 2.1% | 23.6% | 25.2% | -1.5%
COc1ccc2c(c1)c(N=NC(N)=S)c(O)n2CC(=O)c1ccccc1 | i | 0.9% | -14.8% | 5.5% | -1.6%
C=CCC[C@@H](Cc1ccc(F)cc1)C(=O)O[C@H](CNC(=O)[C@H](CC=C)CC(=O)N(CCO)Cc1ccccc1)c1ccccc1 | i | / | 24.2% | 9.4% | 1.5%
CCOC(=O)N1CCC(N(CCN(C)C)C(=S)Nc2ccccc2OCC)CC1 | i | 0.2% | -3.3% | 7.6% | -12.0%
CC(=O)NC1(C2CCCCC2=O)CCCCC1 (centres undefined) | 4.8% | 6.9% | 0.4% | 2.8% | -6.2%
CC1(C)CC(=O)C(C=NCCN2CCN(CC(=O)Nc3ccc(Cl)cc3)CC2)=C(O)C1 | 0.2% | 7.5% | 3.0% | -3.3% | 8.4%
CC(=O)NC(Cc1c[nH]c2ccccc12)C(=O)Nc1ccc2c(c1)OCO2 (centres undefined) | 8.0% | 6.2% | -6.0% | -2.0% | 2.0%

3 compounds already listed, arranged by length of the SMILES, low to high.
SMILES | inhibitors of VEEV | Salmonella PhoP GFP | M. tuberculosis | H37Rv inhibition | influenza NS1A | others
COc1cc(S(=O)(=O)Nc2cccnc2)ccc1Cl | 1.6% | 1.9% | -12.5% | -3.4% | 2.0%
Cc1cc(C)c2cc(C(=O)N3CCC(C(=O)c4ccc(F)cc4)CC3)[nH]c2c1 | 0.6% | 2.1% | 23.6% | 25.2% | -1.5%
CC(=O)N/C(=C\c1ccccc1)C(=O)OCC(=O)NC(C)C12CC3CC(CC(C3)C1)C2 (centres undefined) | 1.9% | 1.9% | 19.2% | 10.4% | 3.5%
